Bioassay records as filed in PubChem.
p53 reactivator: qHTS assay for re-activators of p53 using a Luc reporter; AID 504706, 2011; Potency, µM (titrated, usually from 92.2 µM), for the others: at the top dose activity change, positive = activation, most hits filed as activators; H1299 p53-A138V BP100-luciferase reporter, luminescence, 24 h; hit rate 0.063% among 320,000; further: potency means the concentration at half of the fitted maximal effect; % of control where 0% means no effect; nearly all actives have a fitted effect of over 45% in size
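p53-null H1299 cells stably carrying temperature-sensitive p53-A138V and a BP100-luciferase reporter were pinned with compounds (4-point, 1:5 series) and held 24 hrs at 37 deg C. Luminescence was read 10 min after detection reagent.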
TCR activator: Activators of T cell receptors: qHTS campaign | primary human leukocytes, anti-CD3, IL-2 HTRF, 48 h | Potency, µM (titrated, usually from 9.22 µM), without a hit: at the highest dose activation of IL-2 secretion, usual class: activators | 330,000 tested, under 10 active | AID 504894, 2011; further: % of control where 0% means no effect
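Readout: HTRF IL-2, Eu-cryptate/d2 antibody pair, 320nm excitation, 665nm emission. Stimulus: a-CD3 beads, no co-stimulation. Cells: primary human leukocytes. Exposure: 48 hr with compound.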
TRPV1 ag: HTS Assay for Compounds that Act as Agonists of the Vanilloid Receptor 1; Transient receptor potential cation channel subfamily V member 1 (Homo sapiens), Q8NER1; TRPV1-expressing cells, Fluo-8 calcium influx, agonist mode; activation, % at 8.33 µM; hit rate 0.19% among 320,000; AID 540275, 2011; in the data active means activation above about 80%; inconclusive means between about 30% and that limit; further: 0% is about no effect
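TRPV1-expressing cells were cultured overnight at 35.5C and loaded with Fluo-8 calcium dye for 40 to 90 min at room temperature. After a 10 s baseline, compound was added and calcium influx was read kinetically for 3 min (ex 480/em 520 nm).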
Integrin act MD: qHTS for Activators of Integrin-Mediated Alleviation for Muscular Dystrophy; alpha7betagal myoblasts, beta-gal FDG fluorescence, 48 h; Potency, µM (highest dose often 38.3 µM), inactives show at the top dose activation, usual class: activators; hit rate 0.064% among 350,000;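 further: potency means the concentration at half of the fitted maximal effect; 100% = response of the positive control SU9516; nearly all actives have a fitted effect of over 60% in size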
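Alpha7betagal+/- myoblasts (passage 13) were plated 16-24 hr, then exposed to compounds (1:260 dilution of DMSO stock) for 48 hours at 37C. After MPER lysis, β-galactosidase reporter activity was read as FDG fluorescence (ex 480/em 540) after 30 minutes.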
TSG101-PTAP inh: qHTS Assay for Iinhibitors of HIV-1 Budding by Blocking the Interaction of PTAP/TSG101 | Fluorescence polarization, FITC-PTAP peptide / Tsg101 binding | Potency, µM (series often up to 115 µM), inactives show top-dose activity change, negative = inhibition, actives largely listed as inhibitors | 340,000 tested, under 10 active | AID 493005, 2010; active means well fitted inhibition curve with a large enough effect in the main read-out, with a control signal flat, not every such curve was filed as active; inconclusive means small, poorly fitted or top-dose-only effect, or effect the other way, or a change in a side signal; inactive means no such curve, though single readings can be large or run the other way; further: potency means the concentration at half of the fitted maximal effect; % of control where 0% means no effect
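Tsg101 binding domain (10 uM final) was mixed with compound and a FITC-labeled PTAP peptide (50 nM final) in HEPES pH 7.5 buffer with NaCl, Tween 20, EDTA and TCEP; fluorescence polarization was read after 20 min at r.t.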
B2AR arrestin: qHTS assay of beta-arrestin-biased ligands of beta2-adrenergic receptor; Beta-2 adrenergic receptor (Homo sapiens), P07550; beta-arrestin recruitment to beta2AR, cell-based reporter; Potency, µM (series often up to 46.1 µM), inactives show at the highest dose activation, hits mostly activators; hit rate 0.02% among 330,000; AID 492947, 2010;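 further: potency means the concentration at half of the fitted maximal effect; 0% = DMSO controls and full agonism = EC100 isoproterenol or metaproterenol; nearly all actives have a fitted effect of over 65% in size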
MLL CXXC-DNA inh: qHTS Fluorescence Polarization Assay for Inhibitors of MLL CXXC domain - DNA interaction. Histone-lysine N-methyltransferase 2A (Homo sapiens), Q03164. AID 2662, 2010. MLL-CXXC / FITC-HOXA9 DNA fluorescence polarization. Potency, µM (doses to about 115 µM), for inactives: at the top dose activity change, negative = inhibition, hits mostly inhibitors. hit rate 0.037% among 290,000; active means well fitted inhibition curve with a large enough effect in the polarisation, with a control signal flat, not every such curve was filed as active; inconclusive means small, poorly fitted or top-dose-only effect, or effect the other way, or a change in a side signal; inactive means no such curve, though single readings can be large or run the other way; the % refers to the polarisation; further: potency means the concentration at half of the fitted maximal effect
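Fluorescence polarization: 7 uM MLL-CXXC (stock) preincubated 5 min with compounds, then 50 nM fluorescein-HOX-A9 DNA (stock) added; 30 min ambient. Buffer 50 mM Tris-HCl pH 7.5, 50 mM NaCl, 1 mM DTT, 0.05% BSA.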
ELG1 repair inh: qHTS screen for small molecules that inhibit ELG1-dependent DNA repair in human embryonic kidney (HEK293T) cells expressing luciferase-tagged ELG1 | HEK293T ELG1-luciferase reporter, luminescence, 16 h; DNA damage induced by 5-fluorouridine | Potency, µM (titrated, usually from 46.1 µM), for inactives: at the highest dose activity change, negative = inhibition, actives largely listed as inhibitors | hit rate 2.3% among 330,000; further: potency means the concentration at half of the fitted maximal effect; on the % scale 0 is the no-effect control and ±100 the full control effect; nearly all actives have a fitted effect of over 55% in size
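HEK293T cells expressing luciferase-tagged ELG1 (2,000/well) received 5-Fluorouridine plus compound or DMSO for 16 hr at 37 °C. Luciferase was read by ONE-Glo luminescence after 30 min at room temperature.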
A-T KAP1 phos: qHTS Assay for Identifying a Potential Treatment of Ataxia-Telangiectasia. […] A-T fibroblasts, KAP-1 phosphorylation AlphaLISA; neocarzinostatin DNA damage 30 min before lysis. Potency, µM (titrated, usually from 57.5 µM), without a hit: at the top dose activation, most hits filed as activators. hit rate 0.19% among 320,000. AID 485349, 2010; further: potency means the concentration at half of the fitted maximal effect; % of control where 0% means no effect; nearly all actives have a fitted effect of over 45% in size
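hTERT-immortalized A-T patient fibroblasts ([…]), 500 cells/well in OPTI-MEM, 1% FBS, got compounds for 60 min, then NCS for 30 min at 37C. Lysates were then assayed for phospho-KAP-1 by AlphaLISA (anti-pKAP1 donor, anti-KAP1 acceptor beads), 6 hr at 25C.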
BRCA1 expr up: qHTS Assay to Identify Small Molecule Activators of BRCA1 Expression; MCF7-BRCA1-FFLuc reporter, luminescence, 48 h; response scale: scaled: vehicle 0%, 10 µM genistein 100%; Potency, µM (top dose mostly 46.1 µM), inactives show at the highest dose activation, most hits filed as activators; hit rate 1.1% among 380,000; AID 624202, 2012; further: potency means the concentration at half of the fitted maximal effect; nearly all actives have a fitted effect of over 80% in size; some results filed as inactive show a strong effect at the top dose
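MCF7-BRCA1-FFLuc cells, 2000/well in phenol-red-free MEM, attached 2 h then treated 48 h at 37 C. Luciferase luminescence read 15 min after reagent; normalized to genistein maximum activation (10microM) and DMSO, concentration-response fitted.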
* marks the source's active call; other numbers are inactive results; u = inconclusive; x = not tested or not shown; [ ] = dose if it differs, or a comment. Unless noted, the call rests on the fitted dose curve; in most records, active means well fitted curve in the direction sought with a large enough effect; inconclusive means small, poorly fitted or top-dose-only effect, or another doubt; inactive means no such curve, though single readings can be large; an effect the other way counts as inactive or inconclusive.

The opening two compounds, to show the layout:
SMILES	p53 reactivator	TCR activator	TRPV1 ag	Integrin act MD	TSG101-PTAP inh	B2AR arrestin	MLL CXXC-DNA inh	ELG1 repair inh	A-T KAP1 phos	BRCA1 expr up
CCC(C(=O)N1CCN(S(=O)(=O)c2sc(C(=O)O)c(C)c2C(=O)O)CC1)c1ccccc1 (stereo not given)	1%	2%	-1	-2%	-2%	-0.1%	x	10%	-1%	-5%
CCCn1c2ccccc2c2cnn(CC(=O)NC3CCC(C)CC3)c(=O)c21 (stereo not given)	2%	1%	10	0%	-1%	-0.9%	19%	1%	-11%	-3%

Results (from the top)
SMILES	p53 reactivator	TCR activator	TRPV1 ag	Integrin act MD	TSG101-PTAP inh	B2AR arrestin	MLL CXXC-DNA inh	ELG1 repair inh	A-T KAP1 phos	BRCA1 expr up
CCC(C(=O)N1CCN(S(=O)(=O)c2sc(C(=O)O)c(C)c2C(=O)O)CC1)c1ccccc1 (stereo not given)	1%	2%	-1	-2%	-2%	-0.1%	x	10%	-1%	-5%
CCCn1c2ccccc2c2cnn(CC(=O)NC3CCC(C)CC3)c(=O)c21 (stereo not given)	2%	1%	10	0%	-1%	-0.9%	19%	1%	-11%	-3%
CCCCNC(=S)N1CCN(c2ccccc2Cl)CC1	0%	-4%	4	-20%	1%	0.2%	20%	-15%	3%	4%
CCS(=O)(=O)N1CCN=C1SCc1cccnc1	2%	-2%	4	13%	-5%	0.6%	3%	-1%	8%	29%
COc1ccc(-c2cn(CCC(=O)O)c(C)n2)cc1	-2%	-8%	-1	29%	x	0.2%	x	6%	4%	16%
CCN(CC)CCNC(=O)Cn1cnc2sc(C)c(S(=O)(=O)N3CCOCC3)c2c1=O	-4%	-11%	1	32%	-1%	-0.5%	3%	9%	3%	2%
Cc1cccc(C(=O)NNC(=O)c2ccccc2)c1	u	2%[46.1 µM]	-1	2%	-2%	-0.5%	-5%	u	3%	59%
Cc1ccc(-c2nnn(CC(=O)N(c3cccc(F)c3)C(C(=O)NC(C)(C)C)c3ccco3)n2)o1 (stereo not given)	-2%	-34%	3	13%	-1%	0.0%	12%	1%	-4%	25%
CCS(=O)(=O)N1CCC(C(=O)Nc2ccccc2OC)CC1	x	-2%	0	19%	1%	-1.6%	1%	-1%	-2%	4%
C=CCn1c(Oc2cccc(C)c2)nc2c1c(=O)n(C)c(=O)n2C	0%	4%	5	11%	-1%	-0.9%	7%	u	-4%	17%
CCOC(=O)c1[nH]c2ccccc2c1NC(=S)Nc1ccccc1	u	-1%	4	-18%	2%	-0.7%	4%	u	-7%	-24%
CCC(CC)C(=O)Nc1cccc(C(=O)N2CCOCC2)c1	-1%	-1%	0	25%	-3%	-0.1%	2%	11%	x	9%
NC(=O)CSc1nnc(Cn2c(=O)sc3ccccc32)n1CCc1ccccc1	13%	-2%[46.1 µM]	-1	-5%	-2%	-0.5%	0%	5%	0%	0%
COc1ccccc1NC(=O)CSc1nccc(=O)[nH]1	7%	4%	0	-7%	-4%	-0.3%	4%	-3%	4%	-19%
Cc1ccc(Br)cc1S(=O)(=O)Nc1cccnc1	7%	0%	2	0%	-3%	-1.0%	u	-4%	-10%	-13%
O=C(CSc1nc(=O)n2cc(Cl)ccc2n1)Nc1ccc2c(c1)OCCO2	1%	-5%	-1	-28%	-2%	-0.2%	x	20%	-3%	-18%
Cc1ccc(N2C(=O)CC(C)(C)CC2=O)cc1Cl	4%	x	-5	4%	1%	0.4%	2%	2%	-6%	5%
CC12CCC(=O)N1C(C(=O)N1CCN(c3cccc(Cl)c3)CC1)CS2 (stereo not given)	1%	-1%	0	9%	-2%	0.1%	x	-17%	-1%	-40%
C/C=N/NC(=O)CCNC(=O)c1ccccc1	-6%	0%[46.1 µM]	-6	6%	-1%	-0.6%	1%	3%	17%	-4%
O=C(NCc1cccc(C(F)(F)F)c1)C1CC(c2ccccc2C(F)(F)F)=NO1 (stereo not given)	x	4%	-5	-12%	x	0.5%	-1%	-7%	-19%	-25%
COc1cccc(-c2nc(N3CCCCC3C)c3ccccc3n2)c1O (stereo not given)	1%	-1%	9	-17%	-2%	0.4%	-5%	u	4%	-84%
COC(=O)c1c(C)cc(C)c2c1CC(C)(C)C2=O	3%	8%	-3	-7%	-1%	-0.7%	-6%	u	4%	2%
N#Cc1cccc(NC(=O)CNC(=O)Cc2ccccc2)c1	-4%	-1%	1	-3%	-6%	0.7%	-8%	13%	6%	-8%
CCc1ccc(OCC2c3cc(OC)c(OC)cc3CCN2C(=S)NCCOC)cc1 (stereo not given)	0%	-4%[46.1 µM]	7	-8%	-1%	1.5%	-6%	23µM*	3%	-10%
O=C(NCC1CCCO1)C(c1cccnc1)N(C(=O)Cc1cccs1)c1cccnc1 (stereo not given)	7%	-7%	-1	5%	-10%	-0.1%	4%	-3%	10%	1%
Cc1cc(NC(=O)CSc2nnc(COc3ccccc3)o2)no1	-13%	-6%	-1	-4%	-4%	-0.2%	-3%	0%	-1%	-15%
Cc1ccc(OCCCN2C(=O)C(=O)c3cc(C)ccc32)cc1	0%	-1%	3	-1%	0%	-0.6%	7%	-14%	-3%	-10%
Cc1ccc(S(=O)(=O)Nc2cccc(-c3cn4ccsc4n3)c2)cc1	10%	1%	-1	0%	0%	0.0%	26%	u	3%	-68%
CCc1ccc(NC(=O)N(C2CCCCC2)C(C)c2cccnc2)cc1 (stereo not given)	20%	2%	-3	17%	1%	-0.2%	11%	u	1%	u
CCOCCCNC(=O)CN1CCN(Cc2ccc(Cl)cc2)C1=O	15%	-2%	-1	26%	1%	-0.1%	3%	10%	-6%	8%
S=C(CN1CCCC1=S)N1CCOCC1	x	-2%	x	29%	-3%	x	x	x	x	11%
O=C(Cn1ncc2c([nH]c3ccccc32)c1=O)Nc1ccc(CN2CCCCC2)cc1	15%	-2%	2	-41%	0%	0.4%	23%	1%	-4%	3%
CCOC(=O)c1cnn(CCOC(=O)Cc2cccs2)c1NC(=O)Cc1cccs1	4%	0%	5	1%	-4%	-0.1%	-1%	10%	0%	-16%
CCOC(=O)C1CCN(C(=O)CN(C)S(=O)(=O)c2ccc3c(c2)c(=O)n(C)c(=O)n3C)CC1	0%	-3%	5	24%	-2%	0.1%	44%[activator]	0%	-16%	-5%
CCC(C(=O)Nc1ccccn1)c1ccccc1 (stereo not given)	x	-5%	x	-1%	-2%	x	x	x	x	-6%
Cn1cc(CNC(=O)C2CCCCC2)cn1	14%	-2%	1	5%	-6%	-0.3%	6%	3%	-2%	1%
COCCCNC(=O)CCNS(=O)(=O)c1ccc(C)cc1	-12%	2%	-5	18%	-8%	0.0%	-20%	0%	4%	0%
CN(CC(=O)Nc1cccc(F)c1)C(=O)c1cc(-c2cccs2)nn1-c1ccccc1	-6%	-3%	1	18%	2%	0.0%	x	u	5%	-47%
Cc1cc2ncc(Cl)nc2cc1C	6%	0%[46.1 µM]	-1	2%	-4%	-0.4%	0%	2%	-15%	3%
Cc1cc(C)c(C(N)=O)c(NCCc2ccccc2)n1	4%	6%	1	8%	1%	0.1%	-5%	18%	-4%	4%
CC1CCN(C(=O)c2[nH]cnc2C(=O)NCc2ccc(CNC(=O)OC(C)(C)C)cc2)CC1	3%	0%	5	-7%	x	-0.2%	x	u	5%	-17%
C(=C\c1nccc2c1[nH]c1ccccc12)/c1ccccc1	12%	1%	u	-50%[inhibitor]	-1%	-0.9%	-1%	u	22µM*	-80%[inhibitor]
C[C@@H](OC(=O)N1CCCCC1)[C@H]1O[C@]2(C)CCCC[C@H]1O2	8%	-1%	5	-4%	-3%	-0.1%	x	26%	10%	5%
O=C(CSc1nnc(-c2ccncc2)o1)Nc1ccc(F)c(F)c1	u	-1%	2	-5%	-5%	-0.1%	x	24%	-5%	31%
Cc1cccc(C(=O)NC2CCN(S(=O)(=O)c3ccccc3)CC2)c1	2%	0%	4	43%	-2%	-0.2%	2%	2%	4%	-13%
CCOc1ccc(NC(=O)N2CCC(NC(=O)C(Cc3ccccc3OC)NC(C)=O)CC2)cc1 (stereo not given)	4%	-3%	2	3%	-1%	-0.5%	0%	3%	-3%	-14%
Cc1nc([N+](=O)[O-])cn1C(C)C	-1%	2%	10	3%	-2%	-0.6%	-6%	8%	-4%	0%
